# Vif-APOBEC3G blk: blocks the Vif interaction with human APOBEC3G | Q9HC16 | HeLa A3G-eYFP + Vif (tagged APOBEC3G with the HIV-1 protein that degrades it), YFP fluorescence, overnight | Potency, µM (doses to about 46.1 µM), inactives show at the highest dose activity, negative = active, usual class: inhibitors | 0.076% of 410,000 active;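 note: potency is the fitted concentration of half-maximal effect; % is set by controls: 0 for no effect and ±100 for the full control effect; nearly all actives have a fitted effect of over 60% in size; hits raise eYFP signal because A3G escapes Vif-driven loss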
# Target sequence (Q9HC16 whole entry, looked up): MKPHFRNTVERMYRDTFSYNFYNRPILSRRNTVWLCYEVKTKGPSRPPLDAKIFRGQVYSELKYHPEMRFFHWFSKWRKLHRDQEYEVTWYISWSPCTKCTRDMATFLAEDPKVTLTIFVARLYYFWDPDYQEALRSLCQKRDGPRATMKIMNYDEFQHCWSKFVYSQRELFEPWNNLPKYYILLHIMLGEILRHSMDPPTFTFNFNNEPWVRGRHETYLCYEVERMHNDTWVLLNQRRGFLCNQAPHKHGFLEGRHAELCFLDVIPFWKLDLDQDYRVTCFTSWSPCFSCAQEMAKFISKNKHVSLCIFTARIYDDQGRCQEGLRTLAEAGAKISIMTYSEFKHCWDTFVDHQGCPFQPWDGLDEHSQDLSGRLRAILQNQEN
#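 HeLa cells stably expressing Vif and C-terminally eYFP-tagged A3G, seeded overnight at 37 deg C, then exposed to compound by pintool overnight at 37 deg C. Rise in yellow fluorescence (Ex 488/Em 500-530, Acumen) marks blocked Vif-driven A3G degradation.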
# LDHA block: LDHA (human) enzyme inhibition. P00338. purified LDHA, NADH/diaphorase-resazurin fluorescence; hits give low values. activity change, % (values are at about 110 or 230 µM). 0.15% of 480,000 active. AID 1347041; in the data active = activity change below about -30%; inconclusive = mostly about -25% to -30%;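 note: plate controls were DMSO wells for no effect and wells without enzyme for full effect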
#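 Enzyme activity of human lactate dehydrogenase 5 (2 nM; 0.06 mM NADH, 0.2 mM pyruvate, 5 min, RT) is measured via a resazurin/diaphorase fluorescence readout of residual NADH.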
# RGS4 inhibitor: human RGS4 inhibition | Potency, µM (highest dose often 114 µM), for inactives: at the highest dose activity change, negative = inhibition, hits mostly inhibitors | Transcreener GDP fluorescence polarization, RGS4-accelerated GTP hydrolysis | P49798 | 0.039% of 390,000 active; note: potency is the fitted concentration of half-maximal effect; % is set by controls: 0 for no effect and ±100 for the full control effect; nearly all actives have a fitted effect of over 75% in size; some results filed as inactive show a strong effect at the top dose
# Target sequence (P49798 whole entry, looked up): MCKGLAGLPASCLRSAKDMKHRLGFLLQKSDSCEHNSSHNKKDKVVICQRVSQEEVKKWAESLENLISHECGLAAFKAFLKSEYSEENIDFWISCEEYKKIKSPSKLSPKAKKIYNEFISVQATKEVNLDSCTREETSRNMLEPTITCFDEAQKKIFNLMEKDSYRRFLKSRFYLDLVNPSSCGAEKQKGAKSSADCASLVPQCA
#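 MLSMR compounds (23 nl, pin-transferred) preincubated 10 min at room temperature with a 500nM (2x) first reagent, then RGS4 at 900nM (2x) plus Transcreener GDP mix added; fluorescence polarization (620/688 nm) read before and after 90 min at 30 °C.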
# TrxR1 inh: inhibitors of rat thioredoxin reductase 1; Potency, µM (highest dose often 114 µM), inactives show top-dose activity change, negative = inhibition, actives largely listed as inhibitors; 1% of 390,000 active; recombinant rTrxR1, NADPH fluorescence consumption, selenite substrate; O89049; note: potency is the fitted concentration of half-maximal effect; % is set by controls: 0 for no effect and ±100 for the full control effect; nearly all actives have a fitted effect of over 65% in size
# Target sequence (O89049 whole entry, looked up): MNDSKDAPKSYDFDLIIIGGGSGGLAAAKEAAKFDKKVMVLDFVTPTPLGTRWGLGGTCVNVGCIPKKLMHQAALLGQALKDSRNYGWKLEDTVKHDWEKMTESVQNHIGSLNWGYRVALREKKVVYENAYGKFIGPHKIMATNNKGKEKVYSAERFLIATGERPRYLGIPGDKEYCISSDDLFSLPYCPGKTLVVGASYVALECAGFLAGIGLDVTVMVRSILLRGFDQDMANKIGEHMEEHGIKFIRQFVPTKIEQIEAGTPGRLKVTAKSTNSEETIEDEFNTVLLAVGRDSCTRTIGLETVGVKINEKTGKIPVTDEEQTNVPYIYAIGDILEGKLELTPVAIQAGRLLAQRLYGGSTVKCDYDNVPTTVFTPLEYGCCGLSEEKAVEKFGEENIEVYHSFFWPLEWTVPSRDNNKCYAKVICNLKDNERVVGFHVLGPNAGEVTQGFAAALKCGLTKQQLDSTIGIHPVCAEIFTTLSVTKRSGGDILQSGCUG
#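 Rat TrxR1 (90 nM in the dispensed reagent) was pre-reduced with 400 uM NADPH for 5 min at room temperature, then incubated with compound for 15 min. After 400 uM selenite was added, NADPH fluorescence (Ex 340/Em 450 nm) was followed for 8 min.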
# TrxR1 substrate: substrates of rat thioredoxin reductase 1 | purified TrxR1 substrate turnover, NADPH consumption readout | Potency, µM (highest dose often 114 µM), without a hit: at the top dose activity change, negative = substrate turnover | 0.01% of 390,000 active | AID 588456 | O89049; note: potency is the fitted concentration of half-maximal effect; % is set by controls: 0 for no effect and ±100 for the full control effect; nearly all actives have a fitted effect of over 50% in size
#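 Rat TrxR1, dispensed at 90 nM, was prereduced with 400 uM NADPH (final) for 5 min at ~22 deg C, then incubated with compound 15 min before 400 uM selenite. A first-read NADPH fluorescence drop versus no-compound background flagged substrates.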
# GRP78 ERSR act: induces the endoplasmic reticulum stress response in human glioma cells | U87-MG GRP78 promoter luciferase reporter, 16 h | Potency, µM, for inactives: top-dose activation, actives largely listed as activators | 0.02% of 420,000 active | AID 602332; note: potency is the fitted concentration of half-maximal effect; series mostly up to about 76 µM; % of control where 0% means no effect; nearly all actives have a fitted effect of over 35% in size
#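 Stably transfected U87-MG human glioma cells carrying a GRP78-based luminescent sensor were seeded at 1000 cells/well, pin-dosed with compounds and incubated 16 h. Luciferase reagent was then added, and end-point luminescence was read after 10 min at room temperature.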
# Vif-A3F inh: Vif-A3F binding inhibition; HeLa A3F-eYFP + Vif (tagged APOBEC3F with the HIV-1 protein that degrades it), YFP fluorescence increase; Potency, µM (doses to about 46.1 µM), inactives show at the top dose activity, negative = active; 0.2% of 390,000 active; note: potency is the fitted concentration of half-maximal effect; % of control where 0% means no effect; nearly all actives have a fitted effect of over 65% in size
#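 HeLa cells stably expressing Vif plus C-terminally eYFP-tagged A3F were seeded, incubated overnight at 37 deg C, dosed with compound, incubated overnight again at 37 deg C. Yellow fluorescence (Ex 488/Em 500-530) reported blocked Vif-mediated A3F-eYFP degradation.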
# USP1 inh: blocks the human USP1/UAF1 deubiquitinase complex; recombinant USP1/UAF1, Ub-Rhodamine cleavage fluorescence; 0.23% of 390,000 active; O94782; Potency, µM (doses to about 57.1 µM), without a hit: at the top dose activity change, negative = inhibition, hits mostly inhibitors; note: potency is the fitted concentration of half-maximal effect; % is set by controls: 0 for no effect and ±100 for the full control effect; nearly all actives have a fitted effect of over 60% in size; inactives centre near -12
#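 Step one: compound is pinned into 1nM USP1/UAF1 in HEPES pH 7.8 buffer with TCEP. Step two: 15 min room-temperature incubation. Step three: Ub-Rho (150nM final) starts cleavage, tracked by fluorescence over six one-minute reads.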
# IDH1 R132H inh: human IDH1 R132H inhibition; O75874; IDH1-R132H enzyme, NADPH consumption, diaphorase/resazurin fluorescence; Potency, µM (top dose mostly 76.6 µM), for inactives: top-dose activity change, negative = inhibition, most hits filed as inhibitors; 0.093% of 390,000 active; note: potency is the fitted concentration of half-maximal effect; % is set by controls: 0 for no effect and ±100 for the full control effect; nearly all actives have a fitted effect of over 65% in size
#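 IDH1-R132H (0.5 ug/mL dispensed) in pH 7.5 Tris buffer was preincubated 30 min with compound, then given a substrate mix of 0.016 mM NADPH and 2 mM alpha-KG for 80 min at room temperature; remaining NADPH was read by diaphorase/resazurin fluorescence.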
# Numbers without * were called inactive; ? = inconclusive; . = not tested or not shown; & = joins results of further samples; [ ] = remark or other dose. Unless noted, calls come from the whole dose curve; as a rule, active = well fitted curve in the direction sought with a large enough effect; inconclusive = small, poorly fitted or top-dose-only effect, or another doubt; inactive = no such curve, though single readings can be large; an effect the other way counts as inactive or inconclusive.
# Start of the data: the first 2 compounds (preview)
SMILES,Vif-APOBEC3G blk,LDHA block,RGS4 inhibitor,TrxR1 inh,TrxR1 substrate,GRP78 ERSR act,Vif-A3F inh,USP1 inh,IDH1 R132H inh
COc1cccc(C(=O)NC(=S)Nc2ccc(N3CCCC3)cc2)c1,-7%,2,?,-37%,7%[57.1 µM],4%,-3%,-16%,0%
S=C(Nc1ccccc1Oc1ccccc1)NC1CCCC1,0%,-1,-19%,-2%,-1%,-4%,-3%,-17%,14%

# The list itself, from the first entry:
SMILES,Vif-APOBEC3G blk,LDHA block,RGS4 inhibitor,TrxR1 inh,TrxR1 substrate,GRP78 ERSR act,Vif-A3F inh,USP1 inh,IDH1 R132H inh
COc1cccc(C(=O)NC(=S)Nc2ccc(N3CCCC3)cc2)c1,-7%,2,?,-37%,7%[57.1 µM],4%,-3%,-16%,0%
S=C(Nc1ccccc1Oc1ccccc1)NC1CCCC1,0%,-1,-19%,-2%,-1%,-4%,-3%,-17%,14%
CCCc1cc(=O)n2[nH]c(-c3ccc(C)cc3)nc2n1,-9%,-7,3%,29%,12%,-3%,4%,2%,14%
CC(C)Oc1ccc(CNC(=O)C2CCN(c3nc4ccccc4n(C)c3=O)CC2)cc1,6%,-5,17%,9%,10%,0%,-3%,-13%,17%
S=C(Nc1ccccc1)NC1CCN(Cc2ccccc2)CC1,-3%,-4,-12%,20%[57.1 µM],0%[57.1 µM],3%,-6%,-16%,0%
CC(C)=CC(=O)N1CCCC(N2CCN(c3ccccc3C)CC2)C1 (stereo unspecified),-2%,-8,-5%,-17%,-3%,1%,6%,6%,0%
CCN(CC)C(=O)Cn1c(=O)cc(C)c2c(C)nn(C)c21,3%,-3,-5%,20%[57.1 µM],6%[57.1 µM],-2%,1%,?,6%
CCOC(=O)N1CCN(c2cc(C)c([N+](=O)[O-])cc2F)CC1,-12%,-2,-44%,10%[57.1 µM],7%[57.1 µM],-3%,2%,-17%,1%
Cc1ccc(C(=O)CN2C(=O)NC3(CCCCC3C)C2=O)s1 (stereo unspecified),3%,-5,31%,2%,-7%,-3%,-1%,-2%,-11%
C=CCN1C(=O)/C(=C\c2ccc(Oc3nc(N4CCOCC4)nc(N4CCOCC4)n3)c(OC)c2)SC1=S,1%,0,-45%,-12%[57.1 µM],-1%[57.1 µM],-4%,2%,-10%,2%
COc1ccccc1NC(=O)CSC1=Nc2ccccc2C2=NC(CC(=O)NCc3cccs3)C(=O)N12 (stereo unspecified),-14%,8,-19%,14%[57.1 µM],2%[57.1 µM],0%,?,?,16%
CC(C)OCCCNC(=O)c1c(N)n(/N=C/c2ccccn2)c2nc3ccccc3nc12,0%,-1,-6%,5%[57.1 µM],2%[57.1 µM],-6%,-3%,-5%,1%
O=C(COc1c(Cl)cccc1Cl)Nc1ccccc1N1CCCC1,-1%,-2,1%,-10%,-12%,-3%,-13%,-16%,9%
O=C(COC(=O)c1ccc(S(=O)(=O)C(F)F)cc1)Nc1cccnc1Cl,2%,-5,-2%,-14%[57.1 µM],-9%[57.1 µM],-1%,-11%,1%,6%
Cc1ccc(C)c(OCCn2cc(/C=C(\C#N)C(=O)NCc3ccco3)c3ccccc32)c1,3%,-1,-37%,4%,-3%,-4%,-2%,-15%,7%
COc1ccc(C(=O)N2CCOCC2)cc1S(=O)(=O)N1CCCc2ccccc21,-1%,-3,15%,16%[57.1 µM],3%[57.1 µM],-3%,-9%,-11%,10%
COc1ccccc1NC(=O)COC(=O)c1ccc2c(c1)OCCO2,-7%,-2,?,-12%,-9%,-1%,-9%,-3%,1%
O=C(CN1C(=O)C2CCCCC2C1=O)Nc1cc(C(F)(F)F)ccc1N1CCCC1 (stereo unspecified),1%,0,7%,10%,0%,-5%,5%,-19%,8%
Cc1[nH]nc2c1C(c1ccc(F)cc1)C(C#N)=C(N)O2 (stereo unspecified),-8%,-7,-10%[11.4 µM],-1%[57.1 µM],1%[57.1 µM],-6%,-2%,-8%,4%
CCOC(=O)c1[nH]c(C)c(CCC(=O)N2CCN(c3ccc(Cl)cc3)CC2)c1C,-1%,5,-3%,16%[57.1 µM],1%[57.1 µM],-1%,1%,-11%,5%
c1nc(N2CCN(Cc3ccc4c(c3)OCO4)CC2)c2[nH]cnc2n1,1%,3,-12%,4%,2%,2%,-1%,-29%,9%
CC1CN(Cc2cc(=O)n3ccsc3n2)CC(C)O1 (stereo unspecified),0%,-5,-8%,-22%,7%,-3%,.,-8%,4%
COc1ccc(C2(C(=O)Nc3nncs3)CCCC2)cc1,2%,0,-26%,4%,3%,0%,-20%,-5%,6%
Cc1nonc1CC(=O)N1CCCC(C(=O)c2ccc(Cl)cc2)C1 (stereo unspecified),4%,0,-8%,9%,3%,-1%,-15%,-3%,0%
Cc1ccc2[nH]c(=O)c(C(c3nnnn3CC3CCCO3)N3CCc4ccccc4C3)cc2c1 (stereo unspecified),-5%,20,?,?,9%,0%,-5%,-20%,2%
CC(=O)NC1(C(F)(F)F)NC(=O)N(CCc2ccccc2)C1=O (stereo unspecified),-5%,1,10%,42%[0.0914 µM],8%,-4%,-5%,-5%,-2%
CCCn1c(C2CCCN2c2nc(-c3cccc(Br)c3)cs2)nc2cc(Cl)c(Cl)cc21 (stereo unspecified),-11%,-2,-19%,-3%[57.1 µM],7%[57.1 µM],-5%,?,-18%,-3%
Cc1ccccc1NC(=S)N(Cc1ccccn1)Cc1ccccc1Cl,-5%,-3,5%,6%,0%,-3%,?,-24%,3%
CCOc1ccccc1CNC(=O)c1cnc2sc(N3CCC(C)CC3)nn2c1=O,-1%,-11,-7%,17%[57.1 µM],12%[57.1 µM],4%,1%,-17%,-16%
O=C(c1ccc(F)cc1F)N1CCC(N2CCC(C(=O)N3CCOCC3)CC2)CC1,1%,-2,-9%[56.9 µM],-7%,-5%,-1%,-8%,-18%,7%
O=[N+]([O-])c1ccc(NC(=S)NCc2ccc(F)cc2)cc1,9%,-6,-15%[56.9 µM],?,-22%,-2%,-5%,-10%,-10%
O=C(COc1coc(CN2CCN(c3ccccc3F)CC2)cc1=O)NCC1CCCO1 (stereo unspecified),-4%,-2,-30%,-6%,0%,0%,6%,-16%,2%
CCc1ccc(N2CC(C(=O)Nc3ccc(C)c(S(=O)(=O)N4CCOCC4)c3)CC2=O)cc1 (stereo unspecified),3%,1,3%,-7%,-4%,-1%,?,3%,-2%
CCOC(=O)C1CCC(CN(Cc2ccccc2)S(=O)(=O)c2ccc(Cl)cc2)CC1 (stereo unspecified),9%,1,-1%,18%[57.1 µM],1%[57.1 µM],-3%,4%,-5%,31%
COc1cc(NC(C)=O)ccc1-c1cc2ccccc2oc1=O,-5%,-4,10%,11%[57.1 µM],12%[57.1 µM],6%,-11%,-1%,-1%
Nc1nc(N)nc(-c2ccccc2)n1,4%,-7,6%,21%,4%[57.1 µM],1%,-3%,-2%,0%
COc1ccc(C)cc1NC(=O)CSc1nnnn1C1CCCC1,0%,1,3%,27%,5%,-3%,-7%,-28%,2%
CCNC(=S)Nc1ccc(OC(F)(F)F)cc1,3%,-7,-6%,6%,-2%,5%,-12%,-14%,4%
Cc1c(-c2nc(N)nc(Nc3ccc(F)cc3)n2)oc2ccccc12,-18%,-5,-11%,10%[57.1 µM],7%[57.1 µM],8%,?,-17%,2%
CCc1nnc(NC(=O)c2ccc3nc(CC)c(CC)nc3c2)s1,2%,-7,15%,18%[57.1 µM],5%[57.1 µM],0%,8%,-5%,-10%
COCc1ccc(C(=O)NC2CCSc3ccccc32)cc1 (stereo unspecified),0%,-4,-10%,15%,0%,5%,8%,-6%,2%
CCN(CC)S(=O)(=O)c1ccc(-c2nnc3sc4cccc(C)c4n23)cc1,1%,-2,-10%,29%,7%,-2%,-4%,-5%,-6%
CCNc1nc(Oc2ccc(=O)n(C)n2)nc(N2CCOCC2)n1,1%,-1,3%,3%,-1%,-4%,-5%,-23%,5%
O=C(Nc1ccccc1)c1nc[nH]c1C(=O)N1CCN(c2ccccc2)CC1,-7%,-2,3%,-14%,-6%,-3%,-5%,-20%,-5%[38.3 µM]
CCNc1nc(NCC)nc(N/N=C(\C)c2ccc(OC)cc2)n1,2%,-15,27%,-9%[57.1 µM],-7%[57.1 µM],0%,-3%,2%,-8%
Cc1ccc(/C=N/NC(=O)c2cccc(S(=O)(=O)N3CCOCC3)c2)o1,0%,0,15%,-3%,-8%,1%,-16%,-2%,-10%
O=C(CSc1nc2ncc(Cl)cc2[nH]1)c1ccc2c(c1)OCO2,-8%,-7,2%,31%[57.1 µM],8%[57.1 µM],-7%,-9%,-5%,6%
C=CCNC(=O)CSc1ccc(Cl)cc1,0%,0,-25%,9%[57.1 µM],4%[57.1 µM],4%,-4%,-9%,3%
Cc1cccn2cc(-c3cc4ccccc4oc3=O)nc12,-1%,8&-6,9%,4%[57.1 µM],21%[57.1 µM],-4%,3%,-9%,-4%
Nc1[nH]ncc1C(=O)Nc1cccc(C(F)(F)F)c1,-3%,2,27%,3%,-3%,-1%,5%,6%,9%
Cc1ccc(N2CC(C(=O)Nc3ccc(S(=O)(=O)N4CCOCC4)cc3)CC2=O)cc1Cl (stereo unspecified),-1%,1,2%,-4%,-12%,-4%,-8%,-12%,6%

# Screens deposited in PubChem by National Center for Advancing Translational Sciences (NCATS).

# These rows are one share of the data; rates above refer to the full screens.
